Bioassay records as filed in PubChem.
All columns: NCI-60 one-dose screen, growth in % after 48 h at 10 µM unless noted; 100 = growth as untreated, 0 = no growth, -100 = all killed.
HOP-62 = HOP-62 NSCLC; actives 3.9% (n = 80,000); AID 1794735
HOP-92 = HOP-92 NSCLC cells. actives 6.3% (n = 71,000). AID 1794738
EKVX = EKVX NSCLC. actives 3% (n = 71,000)
CCRF-CEM = CCRF-CEM leukemia. AID 1794778. actives 7% (n = 77,000)
RPMI-8226 = RPMI-8226 leukemia cells. actives 7.5% (n = 77,000). AID 1794781
MOLT-4 = MOLT-4 leukemia cells; AID 1794779; actives 6.9% (n = 80,000)
SR = SR leukemia cells. actives 8.7% (n = 73,000)
K-562 = K-562 leukemia; actives 7.4% (n = 78,000)
The depositor's hits bear a star; . = no result given; & = joins results of further samples. How the source made its calls: active means growth percent below 10; inactive means the rest.

Preview:
SMILES	HOP-62	HOP-92	EKVX	CCRF-CEM	RPMI-8226	MOLT-4	SR	K-562
Cc1ccc(NCc2nnc(-c3ccc(Cl)cc3)o2)cc1	98	102	93	121	105	96	109	111
O=C(NCc1cccc(C(F)(F)F)c1)C1CSC2c3ccccc3C(=O)N12 (stereo unspecified)	86	79	103	99	95	87	.	89
C=CCN1CC(C(=O)C2CNc3ccccc32)=C(O)C1=O (stereo unspecified)	97	107	101	103	104	115	110	115
O=C(NO)Oc1cccc2ccccc12	91	.	106	83	87	98	97	96
N=C1C(c2nc3ccccc3s2)=C(O)CN1c1cc(Cl)cc(Cl)c1	62	-16*	82	.	.	29	7.2*	.
CC1CCC(Nc2ccncc2CO)CC1 (stereo unspecified)	99	98	100	117	109	113	103	101
C=C(C)[C@@H]1CC[C@]2(C(N)=O)CC[C@]3(C)[C@H](CC[C@@H]4[C@@]5(C)CC[C@H](OCCC#N)C(C)(C)[C@@H]5CC[C@]43C)[C@@H]12	95	78	90	79	73	70	73	74
CC(C#N)(CCc1ccccn1)CCc1ccccn1	103	.	101	93	.	99	96	104
NS(=O)(=O)c1ccc(NC(=O)Nc2nc3ccccc3s2)cc1	94	100	80	105	99	101	104	100
CC(CCC(=O)O)C1CCC2C3C(O)CC4CC(O)CCC4(C)C3CC(O)C12C (stereo unspecified) (tested in a mixture with another compound)	92	103	105	82	98	88	107	98
S=C(S)Oc1cc(Cl)c(Cl)cc1Cl	111	.	115	106	101	84	95	88
CCN(CCNS(C)(=O)=O)c1ccc(N)c(C)c1	111&106	84	89	36	110&60	96&66	95	95&28
Nc1cc2c(cc1Cl)-c1ccc(Cl)cc1C2=O	90	78	68	86	89	81	109	90

All compounds of this part, repeating the preview:
SMILES	HOP-62	HOP-92	EKVX	CCRF-CEM	RPMI-8226	MOLT-4	SR	K-562
Cc1ccc(NCc2nnc(-c3ccc(Cl)cc3)o2)cc1	98	102	93	121	105	96	109	111
O=C(NCc1cccc(C(F)(F)F)c1)C1CSC2c3ccccc3C(=O)N12 (stereo unspecified)	86	79	103	99	95	87	.	89
C=CCN1CC(C(=O)C2CNc3ccccc32)=C(O)C1=O (stereo unspecified)	97	107	101	103	104	115	110	115
O=C(NO)Oc1cccc2ccccc12	91	.	106	83	87	98	97	96
N=C1C(c2nc3ccccc3s2)=C(O)CN1c1cc(Cl)cc(Cl)c1	62	-16*	82	.	.	29	7.2*	.
CC1CCC(Nc2ccncc2CO)CC1 (stereo unspecified)	99	98	100	117	109	113	103	101
C=C(C)[C@@H]1CC[C@]2(C(N)=O)CC[C@]3(C)[C@H](CC[C@@H]4[C@@]5(C)CC[C@H](OCCC#N)C(C)(C)[C@@H]5CC[C@]43C)[C@@H]12	95	78	90	79	73	70	73	74
CC(C#N)(CCc1ccccn1)CCc1ccccn1	103	.	101	93	.	99	96	104
NS(=O)(=O)c1ccc(NC(=O)Nc2nc3ccccc3s2)cc1	94	100	80	105	99	101	104	100
CC(CCC(=O)O)C1CCC2C3C(O)CC4CC(O)CCC4(C)C3CC(O)C12C (stereo unspecified) (tested in a mixture with another compound)	92	103	105	82	98	88	107	98
S=C(S)Oc1cc(Cl)c(Cl)cc1Cl	111	.	115	106	101	84	95	88
CCN(CCNS(C)(=O)=O)c1ccc(N)c(C)c1	111&106	84	89	36	110&60	96&66	95	95&28
Nc1cc2c(cc1Cl)-c1ccc(Cl)cc1C2=O	90	78	68	86	89	81	109	90
O=C(CN1C=NC2C(N3CCOCC3)=NC=NC21)c1cccc2ccccc12 (stereo unspecified)	99	90	86	104	.	93	85	107
COc1cc(C(=O)N2CCN(c3cc4c(cc3F)c(=O)c(C(=O)NO)cn4C3CC3)CC2)cc(OC)c1OC	97	99	89	.	85	103	95	103
NNc1nc(N2Cc3ccccc3C2=O)n[nH]1	97	124	102	100	105	99	108	96
Nc1cc(F)ccc1NC(=O)c1ccc(CN2CCC/C(=C\c3ccccn3)C2=O)cc1	95	87	108	96	80	81	70	67
O=[N+]([O-])c1ccc(N/N=C\c2ccc(Cl)cc2Cl)nc1	114	.	120	101	100	106	112	100
NS(=O)(=O)c1ccc(NC(=O)CSc2ccc(-c3ccc(Br)cc3)nn2)cc1	110	109	93	93	97	100	95	101
ON(CCc1ccccn1)CCc1ccccn1	98	.	100	114	109	95	97	105
C[C@H](NC(=O)c1cnc2c(-c3ccc(C(F)(F)F)cc3)cccc2c1)c1ccccn1	84	43	41	57	41	47	76	50
CCc1nnc(NC(=O)c2ccoc2COc2ccc(C)cc2)s1	102	88	94	89	95	104	109	77
COc1ccc2cc(C(C)C(=O)Nc3ccc(-c4n[nH]c(=S)n4C4CCCCC4)cc3)ccc2c1 (stereo unspecified)	84	43	71	64	54	56	.	64
N#Cc1c(-c2ccc(F)cc2)nc(SCc2ccccc2)nc1N1CCNCC1	-79*	-92*	-98*	-3.5*	-58*	-0.6*	-10*	-22*
CCCC(O)c1ccc(C)cc1 (stereo unspecified)	102	107	112	108	106	96	98	102

Additional results
SMILES	HOP-62	HOP-92	EKVX	CCRF-CEM	RPMI-8226	MOLT-4	SR	K-562
O=C(NC1CC(F)C1)c1cc2cccnc2n1-c1ccc(Cl)c(Cl)c1 (stereo unspecified)	99	83	99	100	96	99	104	96
Cc1ccc(COc2ccc(Cl)cc2Cn2ccnc2)cc1	105	59	.	85	64	84	96	63
Nc1c(C(=O)Nc2cccc(Cl)c2)sc2ncccc12	86	73	.	92	83	80	.	87
Cc1noc(C)c1S(=O)(=O)n1nc(Nc2ccc(Cl)cc2)nc1N	83	91	80	95	.	84	82	89
CCOC(=O)N1CC=CC1	119	84	111	87	97	98	107	.
Cc1nn(-c2ccc(Cl)cc2)c(=O)n1CCn1nnc2ccccc21	99	91	101	102	93	102	101	92
O=C1Nc2ccccc2C12CCCc1ccccc12 (stereo unspecified)	95	93	107	92	92	87	79	.
N#Cc1sc(=S)n(-c2ccc(S(=O)(=O)Nc3ccc(Cl)nn3)cc2)c1N	93	81	88	99	112	107	123	119
O=C(CSc1nnc2n1N=C(c1ccc(Br)cc1)CS2)c1ccc(Br)cc1	71	78	102	70	82	59	80	75
CC(C)(C)c1cc(Br)c(O)c(CNCCO)c1	109	85	98	111	108	116	109	104
COc1cc(-c2c(C#N)c(N)n(-c3nccs3)c(=O)c2C#N)cc(OC)c1OC	94	67	99	102	99	104	97	115
O=C1/C(=C/c2ccc(B(O)O)cc2)Oc2ccccc21	100	92	108	93	94	99	99	98
N#CCC(=O)c1cccc(Cl)c1	100	.	104	101	99	86	97	100
COc1cc(/C=N/NC(=O)CSc2nc3ccccc3c(=O)n2CCc2ccc(S(N)(=O)=O)cc2)ccc1O	94	.	93	74	58	61	64	57
Nc1nc2c(nc(N)n2C2OC(CO)C(O)C2O)c(=O)[nH]1 (stereo unspecified)	94	102	93	108	112	101	106	100
Cc1cc2c(cc1Cl)C(=O)/C(=C/c1ccc(Cl)cc1)O2	103	118	100	100	112	105	100	102
C=CC1(O)CCCCC1	115	97	.	.	112	95	99	105
CCNC(=S)NNC(=O)c1ccc2nc(-c3ccc(Cl)cc3)[nH]c2c1	99	99	82	87	96	90	89	88
CCCn1c(N)c(C(=O)CSc2n[nH]c(-c3ccccc3F)n2)c(=O)n(C)c1=O	93	79	89	89	73	42	110	83
CS(=O)(=O)Oc1ccc(-c2ccc3occc3c2)cc1	105	84	17	121	117	102	112	100
Clc1ccccc1Oc1ccc(Nc2ncnc3onc(-c4ccccc4)c23)cc1	103	99	102	88	84	87	73	69
CCOP(=O)(OCC)C(NC(=O)c1ccc(C)cc1)C1=NCCS1 (stereo unspecified)	100	97	102	108	105	101	101	103
Cc1ccccc1/C=C/c1nn2c(-c3cccnc3)nnc2s1	115	99	101	106	96	105	81	70
O=C1c2ccccc2C23C(=C(c4cncnc4)c4cc(C(F)(F)F)ccc42)CCCN13 (stereo unspecified)	97	96	109	99	95	94	98	94
O=C(N/N=C/c1ccc([N+](=O)[O-])cc1)c1ccc2nc(-c3ccc(Cl)cc3)[nH]c2c1	45	60	49	9.9*	11	4.2*	-8.5*	9.7*

(list continues)
SMILES	HOP-62	HOP-92	EKVX	CCRF-CEM	RPMI-8226	MOLT-4	SR	K-562
N#Cc1c(-c2ccc(Br)cc2)nc2n[nH]c(-c3ccc(Br)cc3)c2c1-c1cccs1	78	48	38	69	43	41	53	40
CC(C)=NNc1ccccn1	33	40	19	27	70	25	32	59
CCOC(=O)CSc1nc(-c2cc3ccccc3o2)cc(-c2ccc(Cl)cc2)c1C#N	96	73	118	96	81	92	101	84
CN(C)c1ccc(/C=C(\C#N)C(N)=O)cc1	97	113	96	91	96	98	91	93
Cc1nn2c(/C=C3/C(=O)Nc4ccccc43)c(-c3ccccc3)nc2s1	94	63	.	96	65	89	79	96
O=C1/C=C/[C@@H](O)[C@@H]2C[C@@H](O)C[C@H]2/C=C/CCC[C@H](CCc2ccc(NC(=S)Nc3ccc4c(c3)C(=O)OC43c4ccc(O)cc4Oc4cc(O)ccc43)cc2)O1	25	-4.8*	13	-2.6*	12	-8.9*	6.1*	14
NC(=O)c1ccccc1C(N)=O	107	101	102	95	107	.	.	91
NS(=O)(=O)c1ccc(-n2nc(-c3ccc(Cl)cc3)ccc2=O)cc1	94	91	100	86	99	96	64	46
COc1cccc(NC(=O)c2c(-c3ccccc3)c(-c3ccccc3)n[nH]c2=O)c1	102	112	.	.	86	68	88	82
COc1cc2cc3c(nc2cc1OC)CCN3Cc1ccc(NC(=O)c2cc(C(F)(F)F)cc(C(F)(F)F)c2)cc1	98	.	.	50	61	47	65	61
c1coc(-c2nc(N=C3N=c4ccccc4=N3)[nH]c2-c2ccco2)c1	91	103	.	104	102	96	104	101
COc1ccc(C(=O)c2sc3nc(N)c(C#N)cc3c2N)cc1OC	105	66	.	65	58	78	.	87
CCN(CC)Cc1nc2ccccc2c(=O)n1/N=C/c1ccc(OC)cc1	99	107	105	104	97	101	97	103
Cc1ccc2[nH]c(=O)c(/C=N/Nc3nc(-c4ccccc4)cs3)c(O)c2c1	89	98	87	92	107	103	106	95
CN(NC1CCC(=O)N1)c1ccccc1 (stereo unspecified)	109	101	96	102	105	103	112	74
CC(=O)O[C@@H]1C(=O)N(c2cnccn2)[C@H]1c1ccccc1[N+](=O)[O-]	42	9.5*	59	12	13	16	11	10.0*
O=C(O)C(S)c1ccc2ccccc2c1 (stereo unspecified)	100	78	105	89	94	88	90	98
Nc1nc2c([nH]c(=S)n2[C@@H]2O[C@H](CO)[C@@H](O)[C@H]2O)c(=O)[nH]1	101	102	100	103	112	109	124	120
COc1cccc(C2C3=C(COC3=O)N(CCO)c3cc4c(cc32)OCCO4)c1 (stereo unspecified)	23	28	40	12	25	12	9.7*	6.5*
Cc1nn(-c2ccccc2)c2ncnc(Nc3ccc(OCCCBr)cc3)c12	.	.	93	.	.	84	81	100
CCOC(=O)C(C)(C)C(C)=O	83	78	95	98	100	95	91	104
OCCN1CCN=C1Cc1ccccc1	104	97	103	83	92	100	91	96
CC(C)N(CCOC(=O)c1cc(Cl)cc(-c2ccccc2)c1O)C(C)C	102	82	114	104	108	108	96	114
O=C1C=CC(=O)N1c1ccccc1[N+](=O)[O-]	92	105	113	91	102	101	80	87
Cc1ccc(NS(=O)(=O)c2ccccc2)cc1	104	.	113	100	98	88	88	91

(next part)
SMILES	HOP-62	HOP-92	EKVX	CCRF-CEM	RPMI-8226	MOLT-4	SR	K-562
O=C1c2cccc3cccc(c23)C(=O)N1N1C(=O)c2cccc3c(N4CCNCC4)ccc(c23)C1=O	89	78	98	19	69	61	-6.4*	-59*
NS(=O)(=O)c1ccc(-c2cc(-c3nnc(SCC(=O)Nc4ccc(C(=O)/C=C/c5ccc(Cl)cc5)cc4)n3-c3ccccc3)c3ccccc3n2)cc1	100	93	96	90	11	68	71	84
Cc1ccc(S(=O)(=O)NCCNc2cc(-c3cn(C(C)(C)C)nc3-c3cccc(O)c3)ccn2)cc1	93	75	65	61	.	48	52	19
COc1cc(-n2cc(-c3cc(O)c(C/C=C(\C)CCC=C(C)C)c(O)c3)nn2)cc2c1O[C@]1(C)CC[C@@H](O)C(C)(C)[C@H]1C2	-15*	-6.1*	28	0.5*	-18*	-0.4*	4.5*	3.4*
CN(C)N=Nc1ccc2cnn(C(=O)Nc3ccc(Cc4ccccc4)cc3)c2c1	94	98	105	99	103	95	.	100
Cc1ccc(NC(=O)CN2CCOCC2)cc1Cl	91	81	93	79	93	90	82	95
CC(=O)CC(c1ccccc1)c1c(C)[nH]c2ccccc12 (stereo unspecified)	93	94	86	101	94	95	.	87
C=C1CC[C@H]2[C@@](C)(CCC3OC(c4ccc(OCc5cn(CCOC6OC(COC(C)=O)C(OC(C)=O)C(OC(C)=O)C6OC(C)=O)nn5)cc4)OC[C@]32C)[C@@H]1/C=C/C1=CCOC1=O (stereo partly specified)	96	75	93	87	78	82	88	91
C/C=C/C=N/NC(=S)Nc1ccccc1	86	93	101	92	104	99	83	89
CSCCC(NC(=O)c1c(Cl)ccc(Cl)c1Cl)C(=O)O (stereo unspecified)	95	107	97	106	114	108	110	111
O=C1O[C@H]2c3ccccc3-c3c4c(cc5c3[C@@H]2N1CC5)OCO4	103	65	84	77	93	93	98	102
O=[P@@]1(c2ccccc2)O[C@H](COCc2ccccc2)[C@@H](OCc2ccccc2)[C@H](OCc2ccccc2)[C@@H]1O	87	.	127	87	93	59	76	52
C=CCOC(=O)C1=C(C)N(CC)C(=O)N(CC)C1c1c(Cl)n(C)c2ccccc12 (stereo unspecified)	84	22	76	-9.4*	60	89	91	93
CCCCCCCCn1ncc2c(N[C@H](C)c3ccccc3)ncnc21	102	84	85	94	92	103	103	92
C#Cc1ccc(C(=O)NCc2ccc(/C=C/C(=O)c3nccn3C)cc2)cc1	27	-0.6*	36	.	6.9*	1.1*	4.3*	19
Cc1ccc(COC(=O)c2cccnc2)cc1	88	93	.	94	99	102	93	104
CCCCCCCC(CCCCCCC)C(=O)O	107	69	101	114	110	109	102	110
O=[N+]([O-])c1c(NCc2ccco2)ncnc1NCc1ccco1	109	93	107	.	99	100	108	105
